High-throughput results deposited in PubChem by National Center for Advancing Translational Sciences (NCATS).
Vif-A3F inh: inhibitors of Vif-A3F interaction; HeLa A3F-eYFP + Vif (tagged APOBEC3F with the HIV-1 protein that degrades it), YFP fluorescence increase; Potency, µM (series often up to 46.1 µM), without a hit: at the highest dose activity, negative = active; actives 0.2% (n = 390,000); AID 602313; note: potency is the fitted concentration of half-maximal effect; % of control where 0% means no effect; nearly all actives have a fitted effect of over 65% in size
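Fluorescence increase (Ex 488/Em 500-530) after overnight compound treatment at 37 deg C flags inhibition of Vif-driven A3F-eYFP loss in stable HeLa A3F-eYFP/Vif cells seeded overnight beforehand.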
D1 potentiator: potentiators of human D1 dopamine receptor | P21728 | HEK293 TREx D1 cells, calcium flux, dopamine EC20 potentiation | potentiation, % at 10 µM | actives 0.036% (n = 360,000) | AID 504651; in the data active = potentiation above about 30%; note: 0% is about no effect
Target sequence (P21728 whole entry, looked up): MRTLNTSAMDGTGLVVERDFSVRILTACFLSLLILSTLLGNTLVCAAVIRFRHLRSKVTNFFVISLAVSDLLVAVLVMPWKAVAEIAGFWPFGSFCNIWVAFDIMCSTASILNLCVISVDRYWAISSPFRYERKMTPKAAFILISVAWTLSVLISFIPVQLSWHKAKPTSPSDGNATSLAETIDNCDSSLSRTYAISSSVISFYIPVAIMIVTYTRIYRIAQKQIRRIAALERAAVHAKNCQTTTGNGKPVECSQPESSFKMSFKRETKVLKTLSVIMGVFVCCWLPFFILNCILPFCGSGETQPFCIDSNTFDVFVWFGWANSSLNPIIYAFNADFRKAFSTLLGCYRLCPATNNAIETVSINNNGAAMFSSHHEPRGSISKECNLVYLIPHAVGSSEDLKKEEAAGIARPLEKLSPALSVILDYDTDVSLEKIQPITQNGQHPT
LDHA inh: blocks human lactate dehydrogenase A; P00338; purified LDHA, NADH/diaphorase-resazurin fluorescence; hits give low values; activity change, % (values are at about 110 or 230 µM); actives 0.15% (n = 480,000); in the data active = activity change below about -30%; inconclusive = mostly about -25% to -30%;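 note: plate controls were DMSO wells for no effect and wells without enzyme for full effect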
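Human LDH5 (2 nM) was incubated with 0.06 mM NADH and 0.2 mM pyruvate for 5 min at room temperature in Tris pH 7.4. Remaining NADH was coupled through diaphorase/resazurin, and resorufin fluorescence was read at 0 and 20 min.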
D1 antag: antagonists of human D1 dopamine receptor. P21728. HEK293 TREx D1 cells, calcium flux, dopamine EC80; hits give low values. activity change, negative = inhibition, % at 10 µM. actives 3.2% (n = 360,000). AID 504652; in the data active = activity change below about -30%; note: % is set by controls: 0 for no effect and ±100 for the full control effect
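Antagonism measured as reduced calcium response to an EC80 dopamine addition following 180 s compound pre-read; cells were inducible HEK293 Trex D1 plated overnight at 30 C, read kinetically at 1 cycle/sec.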
Glioma ERSR ind: ER stress response induction in glioma | U87-MG GRP78 promoter luciferase reporter, 16 h | Potency, µM, without a hit: at the highest dose activation, actives largely listed as activators | actives 0.02% (n = 420,000) | AID 602332; note: potency is the fitted concentration of half-maximal effect; series mostly up to about 76 µM; % of control where 0% means no effect; nearly all actives have a fitted effect of over 35% in size
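Stably transfected U87-MG human glioma cells carrying a GRP78-based luminescent sensor were seeded at 1000 cells/well, pin-dosed with compounds and incubated 16 h. Luciferase reagent was then added, and end-point luminescence was read after 10 min at room temperature.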
RXFP1 agonist: agonists of human relaxin receptor RXFP1; Potency, µM (top dose mostly 57.5 µM), inactives show top-dose activation, hits mostly activators; Q9HBX9; actives 0.3% (n = 370,000); AID 2676; HEK293T-RXFP1 cAMP TR-FRET, 30 min; response scale: percent of porcine relaxin response, buffer zero; note: potency is the fitted concentration of half-maximal effect; % is set by controls: 0 for no effect and ±100 for the full control effect; nearly all actives have a fitted effect of over 60% in size; many of its hits are not listed in these tables
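Agonist response is measured as cAMP accumulation in an RXFP1-transfected HEK293T line under PDE4 inhibition. Values are scaled between buffer-only and 29 nM porcine relaxin, and EC50s come from standard Hill equation fits.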
Vif-A3G inh: inhibitors of Vif-APOBEC3G interaction; HeLa A3G-eYFP + Vif (tagged APOBEC3G with the HIV-1 protein that degrades it), YFP fluorescence, overnight; AID 602310; Q9HC16; Potency, µM (series often up to 46.1 µM), for inactives: top-dose activity, negative = active, usual class: inhibitors; actives 0.076% (n = 410,000);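 note: potency is the fitted concentration of half-maximal effect; % is set by controls: 0 for no effect and ±100 for the full control effect; nearly all actives have a fitted effect of over 60% in size; hits raise eYFP signal because A3G escapes Vif-driven loss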
Target sequence (Q9HC16 whole entry, looked up): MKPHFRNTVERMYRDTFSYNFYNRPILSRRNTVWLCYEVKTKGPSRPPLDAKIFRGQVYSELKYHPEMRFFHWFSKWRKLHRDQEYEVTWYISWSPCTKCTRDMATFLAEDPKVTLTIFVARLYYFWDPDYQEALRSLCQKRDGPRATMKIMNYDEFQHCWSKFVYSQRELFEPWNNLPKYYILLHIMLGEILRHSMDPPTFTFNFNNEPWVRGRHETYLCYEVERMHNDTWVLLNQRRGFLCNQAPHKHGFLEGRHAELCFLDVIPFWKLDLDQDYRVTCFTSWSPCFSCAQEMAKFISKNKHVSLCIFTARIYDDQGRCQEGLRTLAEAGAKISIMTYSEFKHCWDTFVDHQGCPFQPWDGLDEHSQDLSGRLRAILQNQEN
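HeLa cells stably expressing Vif and C-terminally eYFP-tagged A3G, seeded overnight at 37 deg C, then exposed to compound by pintool overnight at 37 deg C. Rise in yellow fluorescence (Ex 488/Em 500-530, Acumen) marks blocked Vif-driven A3G degradation.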
D1 agonist: agonists of human D1 dopamine receptor. actives 1% (n = 360,000). activation, % at 2 µM. AID 504660. HEK293 T-REx D1 cells, calcium flux, agonist mode; in the data active = activation above about 30%; note: 0% is about no effect
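Tetracycline-induced HEK293 TREx D1 cells, force-coupled to calcium signalling, were dye-loaded with a no-wash calcium kit. Compound was pin-added after a 10 s baseline. Fluorescence was read kinetically at 1 cycle/s for 180 s, with calcium rises flagged as agonism.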
D2 potentiator: D2 dopamine receptor (human) potentiation; P14416; AID 485347; potentiation, % at 10 µM; HEK293 T-REx D2, calcium flux, EC20 dopamine potentiation; actives 0.34% (n = 340,000);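 active = potentiation over 3 SD above the plate norm, cut at about 30% in these data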; note: 0% is about no effect
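Potentiation of an EC20 dopamine calcium response measured kinetically over 180 s, after a preceding 180 s compound-only read flagging agonists. Cells: inducible Hek293 Trex D2 line, 4000/well, cultured overnight at 30 C before dye loading.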
Starred values were filed as active, the others as inactive; ? = inconclusive; . = not tested or not shown; & = joins results of further samples. Unless noted, calls come from the whole dose curve; as a rule, active = well fitted curve in the direction sought with a large enough effect; inconclusive = small, poorly fitted or top-dose-only effect, or another doubt; inactive = no such curve, though single readings can be large; an effect the other way counts as inactive or inconclusive.

SMILES | Vif-A3F inh | D1 potentiator | LDHA inh | D1 antag | Glioma ERSR ind | RXFP1 agonist | Vif-A3G inh | D1 agonist | D2 potentiator
CCOC(=O)CN1C(=O)C(O)(CC(=O)c2ccco2)c2ccccc21 (stereo not drawn) | 3% | -9 | -5 | -3 | 2% | 2.0% | -6% | 0 | -1
COc1ccccc1C1=CN(Cc2ccccc2)CCC1=O | -1% | . | -2 | . | -4% | . | -5% | . | .
OC(COc1ccc(Br)cc1)CN1CCOCC1 (stereo not drawn) | 0% | -2 | -11 | -1 | 4% | 1.9% | 0% | 1 | -1
O=C(NC(=S)Nc1ccc2oc(=O)ccc2c1)c1cc2ccccc2o1 | -5% | -5 | 0 | -4 | 3% | 13% | -3% | 2 | 22
O=C(NCc1ccncc1)C(=O)NCC1OCCN1S(=O)(=O)c1ccccc1 (stereo not drawn) | -5% | . | -12 | . | -1% | . | -3% | . | .
Fc1ccc(NC(=S)N2CCCC(c3ccccc3)=N2)cc1 | 5% | -4 | 1 | -12 | 0% | 2.0% | 1% | 0 | 3
O=C(CN1C(=O)C2(SCC(=O)N2c2ccccc2)c2ccccc21)Nc1ccccc1C(F)(F)F (stereo not drawn) | 1% | -3 | -9 | 13 | -4% | -2.2% | -2% | 10 | -7
COc1ccc(-c2nc(N)ncc2-c2ccccc2)c(O)c1 | -3% | -2 | -2 | -4 | -5% | 0.0% | -2% | 4 | 0
Cc1cc(Nc2nc(Cl)c(Cl)cc2Cl)n(-c2ccccc2)n1 | 0% | 2 | 7 | 43 | -5% | 1.0% | ? | 2 | 2
COCCCn1c(=O)c2ccccc2n(Cc2ccccc2)c1=O | -3% | 12 | -4 | 2 | -4% | -0.3% | 1% | 6 | 13
CCN(CC)CC(=O)Nc1nc(-c2ccc(Cl)cc2)cs1 | -18% | 1 | -6 | -6 | 8% | 1.1% | -1% | 0 | 7
COc1ccc(C(=O)Nc2cc3c(cc2OC)CCCC3)cc1Br | -2% | -3 | -1 | 38 | -2% | 0.1% | 3% | 1 | 1

In the list so far, 2 contain four or more nitrogen atoms.
SMILES | Vif-A3F inh | D1 potentiator | LDHA inh | D1 antag | Glioma ERSR ind | RXFP1 agonist | Vif-A3G inh | D1 agonist | D2 potentiator
O=C(NCc1ccncc1)C(=O)NCC1OCCN1S(=O)(=O)c1ccccc1 (stereo not drawn) | -5% | . | -12 | . | -1% | . | -3% | . | .
Cc1cc(Nc2nc(Cl)c(Cl)cc2Cl)n(-c2ccccc2)n1 | 0% | 2 | 7 | 43 | -5% | 1.0% | ? | 2 | 2

Next records.
SMILES | Vif-A3F inh | D1 potentiator | LDHA inh | D1 antag | Glioma ERSR ind | RXFP1 agonist | Vif-A3G inh | D1 agonist | D2 potentiator
Cn1c(=O)c2cn3c(c2n(C)c1=O)C(c1ccccc1)CC(c1ccccc1)=N3 (stereo not drawn) | -15% | -7 | 7 | -5 | 6% | 2.8% | -10% | 4 | -10
Cc1occc1C(=O)N/N=C/C1=C(N2CCOCC2)C(=C\c2ccc(Cl)cc2)/CC1 | ? | 19 | 3 | 1 | 4% | 1.4% | -2% | 2 | 12
CCOCCCn1c(=N)c(C(=O)NCC2CCCO2)cc2c(=O)n3cc(C)ccc3nc21 (stereo not drawn) | 12% | 4 | 2 | 5 | -3% | 14% | 2% | 0 | 0
CCOC(=O)/C(C#N)=C/c1c(N2CCN(C)CC2)nc2ccccn2c1=O | -5% | -3 | -5 | -2 | 0% | 29% | 0% | 1 | -9
C=CCSc1nnc(CC(OC)OC)n1-c1ccccc1 | -10% | 0 | 1 | -37* | -2% | 0.8% | 0% | 8 | 10
COc1ccc(SCCN2CCN(CC(C)C)CCC2=O)cc1 | -3% | -5 | -2 | -8 | -4%&-2% | -1.3% | -14%&-1% | 5 | 11
CC1(C)Cc2c(sc3c2c2ncnn2c2nnc(SCC(=O)NCc4ccco4)n32)CO1 | 1% | -9 | -10 | -14 | 5% | ? | -7% | 0 | 3
CCCOc1ccc(Oc2nc(-c3ccncc3)nc3ccccc23)cc1 | 6% | -8 | -10 | 8 | -2% | -0.1% | 0% | 1 | -9
O=C(CCC(=O)N1CCOCC1)NCCc1ccccc1 | 7% | . | 0 | 10 | -4% | 2.8% | 1% | 6 | -9
O=C(CCNC(=O)c1ccco1)NCCc1ccc(Cl)cc1 | -3% | 2 | -2 | 3 | -3% | 0.2% | 0% | 2 | -1
Cc1cc(C)n(-c2nc3ccccc3c(=O)n2OCC#N)n1 | ? | -1 | -1 | -10 | ? | 4.8% | 7% | 1 | 3
O=c1oc(-c2ccc(Cl)c(Cl)c2)nn1-c1ccc(C(F)(F)F)cn1 | 21% | -8 | -6 | -8 | 6% | 0.2% | 0% | 3 | -12
O=C(COC(=O)CNC(=O)c1ccc(Br)o1)Nc1ccccc1OC(F)F | 0% | 0 | -4 | 14 | -3% | 0.3% | -1% | 2 | .
CC(C)c1ccc(S(=O)(=O)c2n[nH]n3c2nc(=O)c2ccccc23)cc1 | -4% | -5 | -3 | -14 | -2% | -0.3% | 0% | 1 | -8
CCOc1ccc(CNc2ncnc(N)n2)cc1 | 7% | -1 | -2 | 10 | -5% | 0.0% | 4% | 1 | 2
CCC(=O)Nc1c(S(=O)(=O)c2ccccc2)c2nc3ccccc3nc2n1C(C)c1ccccc1 (stereo not drawn) | -11% | -6 | -9 | -2 | -3% | -0.2% | -13% | 1 | 14
Cc1ccsc1/C=N/NC(=O)CNC(=O)c1ccc(S(=O)(=O)N2CCOCC2)cc1 | -4% | -5 | -3 | -17 | -2% | 1.1% | -5% | 1 | -5
CNC(=O)N(O)C1N(/N=C/c2ccc(C)cc2)C(=S)SC1(C)C (stereo not drawn) | 9% | 7 | -8 | 8 | -1% | -2.9% | -1% | 1 | -4
OC1C=CSc2nc3ccccc3n21 (stereo not drawn) | -21% | -1 | -7 | 6 | -10% | 1.9% | ? | 2 | 1
COc1ccccc1N(C)S(=O)(=O)c1ccc(C(=O)Nc2ccncc2)cc1 | -11% | -2 | -3 | -25 | 0% | 0.1% | 0% | 9 | -3
CSc1nc(-c2ccc(Cl)cc2)nc(N)c1C#N | -14% | 3 | -7 | 9 | -2% | 21% | 1% | 2 | .
CCCCOC(=O)n1c(SCC(=O)N(C)C)nc2ccccc21 | 4% | 2 | -5 | 8 | 1% | 0.2% | -1% | 0 | 14
CCCCCCOC(=O)Sc1nc2ccccc2o1 | -1% | -5 | 0 | -2 | 11% | -1.2% | -4% | 5 | 5
COc1ccc(CN(C(=O)c2ccc(C)cc2)c2cccc(N)c2)cc1 | 1% | -4 | 1 | 7 | -2% | -0.3% | -10% | 0 | -7
CC1(CCc2ccc3c(c2)OCO3)NCCc2c1[nH]c1ccccc21 (stereo not drawn) | 2% | -5 | 1 | -38* | -3% | 28% | 0% | 128* | -14
Cc1ccc2nc(-c3cc(NC(=O)c4ccc5c(c4)OCCO5)ccc3Cl)oc2c1 | 1% | -2 | -2 | 4 | 0% | 0.4% | -2% | 12 | 11
CCc1ccc(C2C(C#N)=C(N)N(N(C)C)C3=C2C(=O)CCC3)s1 (stereo not drawn) | 1% | 10 | 12 | 9 | -6% | -1.4% | 0% | 0 | 8
CC(C)(C)OC(=O)NCCc1nnc(SCC(N)=O)o1 | -15% | 1 | -15 | -2 | 0% | -1.4% | 1% | 4 | 11
COc1nc(-c2ccccc2)cc(-c2ccc3c(c2)OCO3)c1C#N | -12% | -2 | -6 | -17 | 2% | 10% | ? | 5 | 6
CC(=O)Cc1nsc(NC(=O)c2c(-c3ccccc3Cl)noc2C)n1 | -11% | -4 | -8 | -3 | -3% | 0.9% | 0% | 3 | 0
CN(Cc1ccc(F)cc1)C(=O)C(c1ccccc1)c1ccccc1 | 19% | 2 | 6 | -26 | -3% | -0.3% | 0% | 2 | 4
CC(C)NS(=O)(=O)c1ccc(OCC(=O)NCCC2=CCCCC2)cc1 | ? | -3 | -6 | . | -2% | -0.3% | 0% | 0 | -3
CSc1ccc(CN(C)C(=O)CSCC(=O)Nc2cc(C)on2)cc1 | -4% | -2 | -8 | 10 | 1% | 0.3% | 2% | 0 | -4
CCc1ccc(C2CC(c3ccc(C)cc3)n3nc(N)nc3N2)cc1 (stereo not drawn) | -1% | . | -2 | . | 1% | . | -1% | . | .
CC(=O)C1CCC2C3CCC4CC(OC(=O)CCC(=O)O)CCC4(C)C3C(=O)CC12C (stereo not drawn) | 2% | . | 1 | . | 0% | . | -9% | . | .
O=[N+]([O-])c1cccc(-c2nnc(C34CC5CC(CC(C5)C3)C4)o2)c1 | -2% | -8 | 1 | -10 | -3% | -0.8% | 0% | 2 | -6
COc1ccc(N(C)S(=O)(=O)c2cccc(C(=O)Nc3ccc(OC)nc3)c2)cc1 | . | -1 | . | -8 | . | -0.4% | . | 8 | -12
Cn1c(CSc2ncccn2)nnc1SCC(=O)N1CCCCCC1 | 2% | 2 | -7 | 14 | -4% | -0.8% | 1% | 8 | -1
COC(=O)COc1ccc(S(=O)(=O)NCc2ccc3c(c2)OCO3)cc1C | 1% | -1 | -5 | -5 | -11% | 0.4% | 3% | 2 | -7
N=c1oc2c3c4c(cc2cc1C(=O)Nc1ccccc1)CCCN4CCC3 | 6% | -8 | 2 | -88* | 6% | 1.3% | 8% | 385* | -15
Cc1sc(NC(=O)C2CCCO2)c(C(N)=O)c1C (stereo not drawn) | 0% | -1 | -4 | -1 | -1% | 0.2% | -7% | -3 | -8
Cc1cccc(-c2nnn3c2nc(NCCc2ccc(S(N)(=O)=O)cc2)c2cc(Cl)ccc23)c1 | 3% | -3 | -2 | -8 | -1% | 12% | -7% | 1 | 15
CCOc1ccccc1NC(=O)C1CCN(S(=O)(=O)c2cc(Br)cc3c2N(C(C)=O)CC3)CC1 | 1% | 2 | -2 | -9 | -1% | 13% | 1% | 0 | -7

Only part of the results is shown (hit frequency here may not be typical).
